proKLK7 act – proKLK7 zymogen activators, primary screen, biochemical, fluorescence intensity | Kallikrein-7 (Homo sapiens), P49862 | purified proKLK7, EDANS-DABCYL substrate fluorescence; 100% is mature enzyme control, 0% vehicle | activation, % at 7 µM | 370,000 compounds, 0.9% hits;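 active means activation above the mean of all tested compounds plus 3 SD, computed per campaign excluding outliers beyond control limits, cut at about 13% in these data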
Tn7 DDE FP – inhibitors of Tn7 peptide binding to fibrin DD(E), primary screen, biochemical, fluorescence polarization, human fibrin, Tn7 probe; Fibrinogen beta chain (Homo sapiens), P02675; FP displacement of FITC-Tn7 peptide from fibrin DD(E); 0% = median of compound wells per plate; inhibition, % at 8.3 µM; 370,000 compounds, 0.13% hits; AID 720508, 2013;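 active means inhibition above the mean of compounds falling within the control limits plus 3 SD of them, cut at about 14% in these data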;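 further: 0% = plate median of compound wells and 100% = 10 µM Aha-Tn7 peptide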
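Assay system: Human clot-derived fibrin DD(E) complex | Buffer or medium: Tris/NaCl/CaCl2 buffer, pH 7.8 | Repeats: One replicate per compound | Benchmarks: Aha-Tn7 high control | Measure: % inhibition scaled between sample-field median and high-control FP | Schedule: 10 min plus 3 h, room temperature | Signal: Fluorescence polarization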
ADAM17 inh – ADAM17 inhibitors, primary screen, biochemical, QFRET. inhibition, % at 6.95 µM. 370,000 compounds, 0.83% hits. recombinant ADAM17, EDANS/DABCYL FRET peptide cleavage;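 active means inhibition above the mean of compounds lying between control limits plus 3 SD, set per campaign, cut at about 8.5% in these data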;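 further: 0% = DMSO-only wells as the low control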
ARFGAP1 inhibitor – inhibitors of rat ARFGAP1 GAP activity, primary screen, biochemical, fluorescence polarization, GDP tracer; Arfgap1-stimulated ARF1 GTP hydrolysis, GDP FP detection; 360,000 compounds, 0.26% hits; inhibition, % at 16.5 µM; ADP-ribosylation factor GTPase-activating protein 1 (Rattus norvegicus), Q62848; AID 651572, 2012;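 active means inhibition above a per-plate limit, mean inhibition of low control wells plus 3 SD, cut at about 25% in these data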;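 further: 0% = DMSO wells with enzyme and 100% = wells lacking Arfgap1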
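System: truncated rat Arfgap1 GAP domain / Benchmarks: high control wells lacking Arfgap1, low control full reaction with DMSO / Times: compound-enzyme preincubation 20 min, reaction 120 min, detection 60 min, 25 °C / Repeats: one replicate per compound / Also added: human ARF1(Δ1-17)-GTP substrate / Measured by: Tracer-displacement fluorescence polarization with EDTA stop, 620/688 nm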
UHRF1 MBD2 ctr – UHRF1 methylated DNA binding inhibitors, primary screen, counter-screen for MBD2 inhibitor project, biochemical, TR-FRET, human UHRF1, single concentration. E3 ubiquitin-protein ligase UHRF1 (Homo sapiens), Q96T88. UHRF1 binding to methylated oligo. 370,000 compounds, 0.75% hits. AID 687016, 2013. inhibition, % at 4.4 µM; in the data active means inhibition above about 21%;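 further: UHRF1 SRA domain binding a hemimethylated CpG hairpin DNA probe; 0% = median of test compound wells and 100% = reference inhibitor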
ASAP1 GAP inh – inhibitors of human ASAP1 ArfGAP activity, primary screen, biochemical, fluorescence polarization | Arf-GAP with SH3 domain, ANK repeat and PH domain-containing protein 1 (Homo sapiens), … | ASAP1-stimulated ARF1 GTP hydrolysis, GDP FP detection | inhibition, % at 16.5 µM | 360,000 compounds, 0.19% hits; in the data active means inhibition above about 25%;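 further: 0% = vehicle with enzyme and substrate and 100% = no enzyme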
PLC-beta3 inh – human PLC-beta3 inhibitors, primary screen, biochemical, fluorescence. Purified PLC-beta3, fluorogenic substrate. inhibition, % at 12.2 µM. 370,000 compounds, 0.18% hits; in the data active means inhibition above about 11%;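 further: 0% = median of compound wells on plate and 100% = full blocker control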
Target sequence (Q01970 whole entry, looked up): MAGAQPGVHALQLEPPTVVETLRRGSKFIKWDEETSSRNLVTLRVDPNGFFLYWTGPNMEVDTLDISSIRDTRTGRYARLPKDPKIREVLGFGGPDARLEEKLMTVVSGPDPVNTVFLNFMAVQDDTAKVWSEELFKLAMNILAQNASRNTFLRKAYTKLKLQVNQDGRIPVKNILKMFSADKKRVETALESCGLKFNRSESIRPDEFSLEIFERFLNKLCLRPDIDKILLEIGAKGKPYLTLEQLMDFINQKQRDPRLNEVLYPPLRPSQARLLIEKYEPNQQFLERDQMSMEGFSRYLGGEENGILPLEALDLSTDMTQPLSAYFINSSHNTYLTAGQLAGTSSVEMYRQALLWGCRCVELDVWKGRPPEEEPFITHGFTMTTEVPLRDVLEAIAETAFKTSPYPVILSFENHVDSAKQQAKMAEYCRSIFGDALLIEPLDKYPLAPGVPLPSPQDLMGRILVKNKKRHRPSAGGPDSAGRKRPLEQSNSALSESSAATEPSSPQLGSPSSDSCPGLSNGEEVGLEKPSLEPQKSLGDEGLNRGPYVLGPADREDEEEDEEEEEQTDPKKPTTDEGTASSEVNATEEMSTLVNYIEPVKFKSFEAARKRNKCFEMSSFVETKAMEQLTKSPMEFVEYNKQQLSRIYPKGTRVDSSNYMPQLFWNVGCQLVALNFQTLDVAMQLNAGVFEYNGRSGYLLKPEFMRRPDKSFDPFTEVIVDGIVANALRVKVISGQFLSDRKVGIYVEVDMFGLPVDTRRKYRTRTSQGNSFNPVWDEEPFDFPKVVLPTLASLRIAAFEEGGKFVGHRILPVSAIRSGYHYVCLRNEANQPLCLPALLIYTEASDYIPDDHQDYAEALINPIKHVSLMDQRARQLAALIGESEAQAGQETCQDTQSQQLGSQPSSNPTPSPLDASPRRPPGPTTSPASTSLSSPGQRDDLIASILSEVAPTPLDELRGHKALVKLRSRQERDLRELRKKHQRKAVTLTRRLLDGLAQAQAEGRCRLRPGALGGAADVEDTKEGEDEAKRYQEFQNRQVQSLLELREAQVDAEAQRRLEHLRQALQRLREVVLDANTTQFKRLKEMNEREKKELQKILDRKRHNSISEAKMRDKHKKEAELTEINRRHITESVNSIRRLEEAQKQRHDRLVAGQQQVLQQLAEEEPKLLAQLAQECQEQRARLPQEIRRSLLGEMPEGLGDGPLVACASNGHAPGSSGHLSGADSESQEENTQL
PLCg1 inh – PLC-gamma1 enzyme inhibitors, primary screen, biochemical, fluorescence, purified enzyme; 1-phosphatidylinositol 4,5-bisphosphate phosphodiesterase gamma-1 (Homo sapiens), P19174; fluorogenic substrate; inhibition, % at 12.2 µM; 370,000 compounds, 0.84% hits; in the data active means inhibition above about 9.5%
MBD2 inh – inhibitors of MBD2 binding to methylated DNA, primary screen, biochemical, TR-FRET, DNA-binding domain, human. 370,000 compounds, 0.31% hits. inhibition, % at 4.4 µM. MBD2 binding to methylated oligonucleotide. AID 686964, 2013; in the data active means inhibition above about 13%
DDE Tn6 FP inh – inhibitors of Tn6 peptide binding to fibrin DD(E), primary screen, biochemical, fluorescence polarization, human fibrin, Tn6 probe; AID 720509, 2013; 370,000 compounds, 0.21% hits; Fibrin DD(E) TRITC-Tn6 fluorescence polarization displacement; Fibrinogen beta chain (Homo sapiens), P02675; inhibition, % at 8.3 µM;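 active means inhibition above a per-campaign cutoff: mean of compounds within control limits plus 3 SD, cut at about 15% in these data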;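 further: 0% = median of all compound wells on the plate and 100% = blocking peptide control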
* marks the source's active call; other numbers are inactive results; . = no result given. Hits appear at their usual frequency; 4.1% or so of the library scored in one or more.

Preview, 4 compounds:
no.	mol	proKLK7 act	Tn7 DDE FP	ADAM17 inh	ARFGAP1 inhibitor	UHRF1 MBD2 ctr	ASAP1 GAP inh	PLC-beta3 inh	PLCg1 inh	MBD2 inh	DDE Tn6 FP inh
1	Cc1cc(Br)ccc1S(=O)(=O)n1ccnc1C	0.1	8	-7	-9	2	-1	-3	-3	3	-1
2	Cc1noc(C)c1COc1ccccc1C(=O)NCCc1ccc(Cl)cc1	-2.9	4	-9	0	0	6	-7	-2	0	-7
3	COc1cccc(C(=O)N(CN2CCCC2=O)c2cc(C)on2)c1	-0.5	-6	-1	11	-2	0	2	-1	1	-2
4	Cc1ccc(NC(=O)C2CCN(c3nnc(-n4cccc4)s3)CC2)cc1C	0.7	4	1	.	0	.	3	7	-1	2

The listing, from the first entry:
no.	mol	proKLK7 act	Tn7 DDE FP	ADAM17 inh	ARFGAP1 inhibitor	UHRF1 MBD2 ctr	ASAP1 GAP inh	PLC-beta3 inh	PLCg1 inh	MBD2 inh	DDE Tn6 FP inh
1	Cc1cc(Br)ccc1S(=O)(=O)n1ccnc1C	0.1	8	-7	-9	2	-1	-3	-3	3	-1
2	Cc1noc(C)c1COc1ccccc1C(=O)NCCc1ccc(Cl)cc1	-2.9	4	-9	0	0	6	-7	-2	0	-7
3	COc1cccc(C(=O)N(CN2CCCC2=O)c2cc(C)on2)c1	-0.5	-6	-1	11	-2	0	2	-1	1	-2
4	Cc1ccc(NC(=O)C2CCN(c3nnc(-n4cccc4)s3)CC2)cc1C	0.7	4	1	.	0	.	3	7	-1	2
5	O=C(CSc1nnnn1-c1cccc(C(=O)O)c1)NC(c1ccccc1)c1ccccc1	-0.1	9	-4	4	-3	-5	0	1	-4	1
6	COC(=O)c1c(NC(=O)c2ccccc2)sc(Cc2ccccc2)c1C	-0.9	0	-4	-1	-1	10	-7	-5	-1	7
7	O=C(COc1ncnc2c1cnn2-c1ccccc1)Nc1ccc(S(=O)(=O)N2CCCCC2)cc1	-0.7	-1	9.8*	8	5	1	0	-2	0	12
8	COC(=O)c1c(NC(=O)COC(=O)CCNS(=O)(=O)c2ccc(NC(C)=O)cc2)sc(C)c1C	0.4	-10	-2	-4	-2	-11	1	-1	-1	-6
9	CCCCCNc1nc(-c2ccccc2)nc(-n2ccnc2)n1	0.1	1	-6	-3	-1	-9	-8	1	-4	12
10	C/C(=N\NC(=O)c1c(Cl)c(C)nn1C)c1cccc(NC(=O)c2cccc(F)c2)c1	-0.7	-4	-7	6	-2	2	-7	-2	-3	-3
11	COc1cc(C2C(C(C)=O)=C(O)C(=O)N2CCc2ccc(OC)c(OC)c2)ccc1O (configuration not stated)	-0.2	0	-4	5	-6	-2	2	-3	-4	4
12	CC(C)(C)NS(=O)(=O)c1ccc(OCC(=O)Nc2ccc3c(c2)OCCO3)cc1	0.6	3	-8	3	1	-3	1	3	1	-1
13	CC(C)NC(=O)N(C)C[C@H]1Oc2ccc(NC(=O)Nc3ccc4c(c3)OCO4)cc2C(=O)N([C@H](C)CO)C[C@@H]1C	0.8	-3	-2	9	1	-6	-4	-2	3	-5
14	COc1ccc2c(CC(=O)OCC(=O)c3ccccc3OC)coc2c1	0.4	5	-4	-7	3	2	-13	-9	-7	-1
15	CNc1cccc(-c2cc(OC)ccc2OC)n1	-0.4	1	-2	-11	1	3	-3	3	1	-3
16	CC(=O)N1CCN(c2cc3c(cc2F)c(=O)c(C(=O)O)cn3C2CC2)CC1	-0.5	2	-68	1	0	-4	-81	-66	-5	8
17	CCN1C(=O)CSc2ccc(C(=O)NCc3ccco3)cc21	0.2	4	-5	-4	0	-13	-3	-2	-1	-1
18	COc1cccc(NC(=O)CSc2nnc(-c3cccc(OC(C)C)c3)n2N)c1	0.2	5	1	3	-2	1	4	1	0	4
19	CCOc1ccccc1Nc1nnc(SCC(=O)Nc2ccc3[nH]c(=O)[nH]c3c2)s1	-0.2	0	-1	-2	6	8	-11	2	7	-12
20	Cc1c(OC(C)C(=O)NCC(O)c2ccccc2)ccc2c3c(c(=O)oc12)CCCC3 (configuration not stated)	-1.1	0	-89	-2	1	1	-32	-13	1	4
21	COc1ccc(-n2c(SCC(=O)NNC(=O)c3ccc(C)cc3)nnc2-c2ccncc2)cc1	0.3	2	3	8	2	-18	2	1	4	2
22	O=C(Nc1cccc(C(F)(F)F)c1)c1csc([C@@H]2O[C@H](CO)[C@H](O)[C@H](O)[C@H]2O)n1	-0.5	7	-5	-3	-1	0	1	-2	-1	7
23	O=C(c1[nH]ncc1-c1cccc(Br)c1)C1CO1 (configuration not stated)	0.0	0	-4	-7	-2	-5	-5	-3	2	-6
24	CC1(C)CC(=O)C(C(=O)c2ccccc2)C(=O)C1Cl (configuration not stated)	0.1	2	-1	-3	0	8	-1	5	2	8
25	COc1cc(NC(=O)NNC(=O)c2cc3occc3n2C)cc(OC)c1OC	0.9	-5	-3	10	-2	7	-3	-1	1	4
26	Cc1cc(C)cc(NC(=S)N=Nc2c(O)n(C)c3ccc(S(=O)(=O)N4CCOCC4)cc23)c1	-0.6	-2	-7	8	10	0	-4	8	7	-6
27	Cc1cccc(NC(=O)c2ccc3nsnc3c2)c1C	0.7	0	-1	1	-5	1	4	1	-4	-5
28	O=C(O)c1ccccc1C(=O)c1ccc(-c2ccccc2)cc1	-0.8	-1	-2	-2	3	-12	-5	2	6	1
29	CN(C)S(=O)(=O)c1ccc2c(c1)C(CC(=O)O)OC2=O (configuration not stated)	0.6	-4	0	-4	2	6	2	1	-2	8
30	COC(=O)/C(=N/Nc1ccccc1)N1CCCc2ccccc21	0.4	-3	3	11	15	10	0	2	3	-2

(31) Cc1occc1-c1nnc(SCC(=O)Nc2nc3ccccc3s2)o1
(32) O=C1CNC(=O)/C1=C/c1ccc(O)cc1
(33) Cc1cccc(C)c1NC(=O)C(c1cc2ccccc2o1)N1CCC(c2ccccc2)CC1 (configuration not stated)
(34) C=CCNC(=O)c1ccccc1NC(=O)COc1ccccc1
(35) O=C(COC(=O)c1ccccc1-n1cnnn1)c1ccc(F)c(F)c1
(36) CC(=O)NCc1ccc(C(=O)COC(=O)COc2ccc(Cl)c(C)c2)s1
(37) O=C(OCCCOc1ccc(F)cc1)c1ccc(O)cc1O
(38) O=c1cc(-c2ccc(Cl)cc2)[nH][nH]1

assay / entry	31	32	33	34	35	36	37	38
proKLK7 act	0.6	0.1	0.5	0.6	0.0	-0.5	-0.1	-0.4
Tn7 DDE FP	-1	-4	7	0	1	0	4	2
ADAM17 inh	-1	0	-2	-1	-2	-4	1	-2
ARFGAP1 inhibitor	9	-1	-11	3	-3	-6	15	-2
UHRF1 MBD2 ctr	23*	-1	-2	0	-1	-1	3	4
ASAP1 GAP inh	0	6	-8	2	-11	5	-3	-12
PLC-beta3 inh	2	1	1	2	-89	-13	-10	-3
PLCg1 inh	2	7	1	0	-1	-2	1	-1
MBD2 inh	-1	-7	3	-1	1	-4	3	1
DDE Tn6 FP inh	3	-1	-4	3	3	2	7	-1

Reprinted: entries 31–33
(31) Cc1occc1-c1nnc(SCC(=O)Nc2nc3ccccc3s2)o1
(32) O=C1CNC(=O)/C1=C/c1ccc(O)cc1
(33) Cc1cccc(C)c1NC(=O)C(c1cc2ccccc2o1)N1CCC(c2ccccc2)CC1 (configuration not stated)

assay / entry	31	32	33
proKLK7 act	0.6	0.1	0.5
Tn7 DDE FP	-1	-4	7
ADAM17 inh	-1	0	-2
ARFGAP1 inhibitor	9	-1	-11
UHRF1 MBD2 ctr	23*	-1	-2
ASAP1 GAP inh	0	6	-8
PLC-beta3 inh	2	1	1
PLCg1 inh	2	7	1
MBD2 inh	-1	-7	3
DDE Tn6 FP inh	3	-1	-4

(more compounds)
(39) COc1ccc(/C=N\NC(=O)CCc2c(C)n[nH]c2C)c(OC)c1OC
(40) N=C(N)N=Nc1c(O)[nH]c2ccc(Br)cc12
(41) CC(C)(Oc1ccc(Cl)cc1)C(=O)Nc1ncccn1
(42) CCCOc1ccc(C(=O)N/N=C/c2ccc(-c3ccc(S(=O)(=O)Nc4ncccn4)cc3)o2)cc1
(43) COc1ccc(-c2cc(C(=O)Nc3ccc4c(c3)OCO4)no2)cc1
(44) NS(=O)(=O)c1ccc(NC(=O)CSc2nnc(C3CC3)n2C2CC2)cc1
(45) COc1cc(/C=N/n2cnnc2)ccc1OCC(=O)N1CCOCC1
(46) CC(=O)NC(Cc1ccccc1)C(=O)OCC(=O)c1ccc(F)cc1 (configuration not stated)

assay / entry	39	40	41	42	43	44	45	46
proKLK7 act	0.3	-0.6	-0.2	1.2	-0.3	-0.6	-0.1	0.1
Tn7 DDE FP	8	5	4	-8	0	-4	-1	-2
ADAM17 inh	-3	-4	-3	-119	1	-6	-4	2
ARFGAP1 inhibitor	-2	11	-8	-14	5	-24	-4	1
UHRF1 MBD2 ctr	-3	-8	22*	70*	-1	3	-3	-2
ASAP1 GAP inh	1	4	5	5	2	10	-14	-8
PLC-beta3 inh	0	6	2	-155	-5	-4	-4	5
PLCg1 inh	-1	-1	3	-102	-3	-4	-5	4
MBD2 inh	1	-17	13	0	2	0	0	0
DDE Tn6 FP inh	4	-3	3	0	1	7	0	9

(47) COc1ccc(N2C(=O)CSC23CCCCC3)cc1
(48) CC1CCC(C(=O)NC(C(=O)NCCc2ccc(S(N)(=O)=O)cc2)C(C)C)CC1 (configuration not stated)
(49) O=C(O)CCCCCNc1nc(=S)[nH]c2ccccc12
(50) Cc1cccc(C)c1NC(=O)C1(C)CSCC(=O)N1CCc1ccc(O)cc1 (configuration not stated)

assay / entry	47	48	49	50
proKLK7 act	0.6	-0.2	-0.1	0.1
Tn7 DDE FP	9	3	-5	-8
ADAM17 inh	0	-4	-6	11*
ARFGAP1 inhibitor	-2	-2	9	7
UHRF1 MBD2 ctr	-3	6	2	2
ASAP1 GAP inh	11	2	-5	11
PLC-beta3 inh	1	-1	-2	7
PLCg1 inh	1	1	-3	5
MBD2 inh	3	1	1	3
DDE Tn6 FP inh	1	-7	-1	0

Source: PubChem BioAssay
